Bioassay records as filed in PubChem BioAssay.
M18AAP inhibitor: PfM18AAP inhibitors, malaria aminopeptidase, primary screen, biochemical, QFRET, recombinant enzyme | M18 aspartyl aminopeptidase (Plasmodium falciparum 3D7) | H-Glu-NHMec fluorogenic cleavage | inhibition, % at 7.35 µM | hit rate 1.2% among 290,000;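 active = inhibition above the campaign mean inhibition over all tested compounds plus 3 SD, cut at about 28% in these data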;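 also: 0% = plate median of test compound wells and 100% = 2 mM ZnCl2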
HCV NS3 hel inh: inhibitors of HCV NS3 helicase, primary screen, biochemical, Cy5 molecular beacon fluorescence; NS3 helicase DNA unwinding; inhibition, % at 10.9 µM; hit rate 0.56% among 290,000;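 active = inhibition above the mean of all tested compounds plus 3 SD, set per campaign, cut at about 35% in these data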;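 also: 0% = DMSO wells and 100% = thioflavine S control wells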
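Material: hepatitis C virus NS3 helicase domain fragment enzyme; measured by: Cy5 fluorescence, 0 and 60 min reads; control set: DMSO and thioflavine S; incubation: 60 min unwinding reaction at 25 °C after ATP addition; read-out basis: % inhibition from 60/0 min fluorescence ratio, DMSO 0%, thioflavine S 100%; repeats: singlicate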
VIM-2 inh: VIM-2 metallo-beta-lactamase inhibitors, primary screen, biochemical, epi-absorbance readout, Pseudomonas aeruginosa enzyme; hit rate 0.89% among 290,000; inhibition, % at 5.6 µM; purified VIM-2, nitrocefin hydrolysis, epi-absorbance fluorescence; AID 1527, 2009;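 active = inhibition above the mean of all tested compounds plus 3 SD, cutoff set per screening run, cut at about 7.5% in these data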;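 also: red hydrolysis product quenches plate fluorescence so inhibitors raise well fluorescence; 0% = enzyme with DMSO and 100% = DMSO without enzyme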
IMP-1 inh: IMP-1 metallo-beta-lactamase inhibitors, primary screen, biochemical, epi-absorbance readout, Pseudomonas aeruginosa enzyme | metallo-beta-lactamase IMP-1 (Pseudomonas aeruginosa) | purified IMP-1, nitrocefin hydrolysis, epi-absorbance fluorescence | inhibition, % at 5.6 µM | hit rate 0.45% among 290,000 | AID 1556, 2009;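 active = inhibition above the mean plus 3 SD of all compounds in the same screening run, cut at about 4.5% in these data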;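 also: 0% = IMP-1 with DMSO and 100% = DMSO wells lacking enzyme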
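Assay system: purified IMP-1; Quantity: IMP-1 0.2 nM before substrate addition; Medium: HEPES buffer pH 7.1 with ZnSO4 and Brij 35; Incubation: 15 min enzyme–compound preincubation, then 25 min nitrocefin reaction, 25 °C; Signal: fluorescence quenching readout, ex 480/em 530 nm; Controls: DMSO with and without IMP-1; Repeats: singlicate testing.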
IDE cell inh: human IDE inhibitors in live cells, primary screen, fluorescence polarization, HEK cells, FAbetaB substrate; hit rate 0.41% among 320,000; Insulin-degrading enzyme (Homo sapiens), P14735; inhibition, % at 5.59 µM; FAbetaB cleavage;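 active = percent inhibition above the average of all tested compounds plus 3 SD, set per screening campaign, cut at about 16% in these data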;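 also: IDE supplied by intact live HEK cells; FP after avidin binding of uncleaved biotin substrate so inhibition keeps polarization high; 0% = DMSO wells and 100% = 60 µM reference IDE inhibitor Ii1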
Target sequence (P14735 whole entry, looked up): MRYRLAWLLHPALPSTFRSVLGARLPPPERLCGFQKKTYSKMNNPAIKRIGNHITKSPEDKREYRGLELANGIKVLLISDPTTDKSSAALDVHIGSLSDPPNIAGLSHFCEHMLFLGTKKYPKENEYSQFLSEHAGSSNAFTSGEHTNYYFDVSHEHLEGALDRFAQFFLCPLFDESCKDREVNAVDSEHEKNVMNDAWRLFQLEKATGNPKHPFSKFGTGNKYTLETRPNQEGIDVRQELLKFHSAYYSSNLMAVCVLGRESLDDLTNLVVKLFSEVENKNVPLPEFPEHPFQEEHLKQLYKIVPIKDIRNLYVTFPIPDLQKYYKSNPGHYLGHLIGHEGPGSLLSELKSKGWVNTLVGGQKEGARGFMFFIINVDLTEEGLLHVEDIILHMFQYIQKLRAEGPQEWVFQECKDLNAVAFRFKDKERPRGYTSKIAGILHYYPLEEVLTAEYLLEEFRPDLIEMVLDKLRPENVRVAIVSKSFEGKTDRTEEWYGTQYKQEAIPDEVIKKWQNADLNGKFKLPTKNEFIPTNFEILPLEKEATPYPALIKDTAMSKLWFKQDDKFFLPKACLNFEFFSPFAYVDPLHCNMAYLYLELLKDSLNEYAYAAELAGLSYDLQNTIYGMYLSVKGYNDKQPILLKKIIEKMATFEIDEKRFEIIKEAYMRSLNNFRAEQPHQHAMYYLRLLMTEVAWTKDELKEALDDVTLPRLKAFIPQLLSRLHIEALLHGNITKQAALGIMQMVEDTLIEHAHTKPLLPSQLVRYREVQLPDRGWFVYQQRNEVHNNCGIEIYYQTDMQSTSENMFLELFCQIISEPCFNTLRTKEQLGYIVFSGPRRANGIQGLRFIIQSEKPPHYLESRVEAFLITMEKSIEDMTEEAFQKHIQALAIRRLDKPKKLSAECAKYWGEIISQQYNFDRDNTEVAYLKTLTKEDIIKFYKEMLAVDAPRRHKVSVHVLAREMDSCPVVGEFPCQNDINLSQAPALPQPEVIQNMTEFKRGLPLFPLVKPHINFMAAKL
FID counter: compounds displacing fluorescent DNA intercalator, primary screen, artefact control for HCV NS3 helicase inhibitor project, biochemical, FID fluorescence; hit rate 0.17% among 290,000; AID 1845, 2009; inhibition, % at 7.9 µM; DNA fluorescent intercalator displacement; in the data active = inhibition above about 37%;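 also: 0% = vehicle and 100% = reference compound; higher means more ethidium bromide displaced from hairpin DNA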
SUMO HTRF inh: inhibitors of in vitro SUMOylation cascade, primary screen, biochemical, HTRF, uHTS. SUMO-conjugating enzyme UBC9 (Homo sapiens), P63279. HTRF SUMOylation assay, SAE1/SAE2 + UBC9. inhibition, % at 35 µM. hit rate 0.36% among 290,000; in the data active = inhibition above about 50%, passing the limit was not always enough; also: strong numbers were not always called active
IDE act: human IDE activators in live cells, primary screen, fluorescence polarization, HEK cells, FAbeta-B substrate; activation, % at 5.96 µM; hit rate 0.073% among 340,000; FAbeta-B cleavage; 0% vehicle, 100% cell-free pure enzyme wells;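 active = activation above the mean of all tested compounds plus 3 SD, set per screening campaign, cut at about 17% in these data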
p-CIP stab down: p/CIP-EGFP fusion destabilizers, primary screen, fluorescence, F442A cells | decrease of EGFP signal, % at 10 µM | 16 h | AID 1984, 2009 | hit rate 0.01% among 290,000 | Q05BA5;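 active = EGFP signal decrease of at least 30% at 10 µM or well 3 SD below plate mean, unless failing retest; inactive = the rest, including hits failing retest or dose response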; also: some compounds called inactive have numbers as strong as hits; many of its hits are not listed in these tables
An asterisk follows results filed as active; nt = not tested or not shown.

Sequence of screens: M18AAP inhibitor, HCV NS3 hel inh, VIM-2 inh, IMP-1 inh, IDE cell inh, FID counter, SUMO HTRF inh, IDE act, p-CIP stab down
> Cc1cc(C(=O)N/N=C/c2ccc(-c3ccccc3Cl)o2)n[nH]1
 : 0, 2, -0.9, -1.6, -5, -11, 14, -2, 9
> COc1ccc(-c2c(C#N)c(N)nc3c2c(=O)n(C)c(=O)n3C)cc1
 : -12, -8, -0.3, -1.2, 4, -10, 8, 6, 4
> COC(=O)CCCCCc1ccc(C(C)=O)s1
 : 7, -8, -2.5, -2.1, -3, -1, 9, 1, -6
> CCN(C(=O)CN1CC(C)OC(C)C1)c1c(N)n(Cc2ccccc2)c(=O)[nH]c1=O (stereo unspecified)
 : -4, 7, -2.3, -3.2, 3, -6, -14, 7, 10
> O=S(=O)(c1ccc(Br)cc1)N1CCN(c2ccccc2)CC1
 : -1, -4, -1.5, -2.3, -2, -14, 12, 0, -6
> COc1ccc(-c2cn[nH]c2N)c(OC)c1
 : 3, -8, -3.4, -3.1, 2, -12, 20, 2, -2
> COc1ccc(CC(=O)Nc2ccc(-c3cn4ccccc4n3)cc2)cc1OC
 : 5, 1, 0.9, 1.4, 0, -5, -14, 5, -2
> COc1ccc(-c2ccc(CCC(=O)O)n2Cc2ccco2)cc1
 : 2, 18, -3.5, -1.2, 5, -22, 24, -2, 6
> COC(=O)c1cccc(Nc2c3c(nc4ccccc24)CCC3)c1
 : 3, -6, 8.1*, -3.1, nt, -1, -14, -3, 3
> COc1ccc2c(c1)oc(=O)c1cc(OC)ccc12
 : -1, -7, -1.2, -0.6, 6, -1, 33, 1, -6
> O=C(Nc1ccc(F)cc1F)c1cc2n(n1)C(C(F)(F)F)C1CCCCC1N2 (stereo unspecified)
 : -12, -2, 0.3, -1.4, 1, 0, 2, 4, -6
> Cc1ccc(N2C(=S)NC3c4ccccc4OC2(C)C3C(=O)N(C)C)cc1 (stereo unspecified)
 : -10, 2, -2.5, 0.2, 7, -15, -1, 0, 18
> CC(=O)COC(=O)CCc1nc2ccccc2[nH]c1=O
 : -1, 1, -1.6, -3.3, -12, -3, 21, 6, -18
> O=c1cnc(-c2ccc(Cl)cc2)cn1O
 : 6, -9, -1.9, -1.8, -1, 2, 22, 0, -14
> Cc1nn2c(C)nc3sc4c(c3c2nc1=O)CC(C)(C)OC4
 : 11, 3, 6.7, -1.6, -1, -5, 14, -3, 10
> COc1ccccc1CNS(=O)(=O)c1ccc(Br)s1
 : -2, -7, -2.9, -3.8, 8, -14, 18, 0, -7
> COc1cc(NC(=O)CSc2ccc(-c3cccnc3)nn2)cc(OC)c1
 : 2, -4, -0.6, -2.5, 3, -22, 12, -6, -16
> O=C1/C(=C/c2cccs2)NC(=S)N1C1CC1
 : 6, 6, -0.3, -0.6, -3, 1, -11, 0, -33
> COc1cccc(OC)c1C(=O)NC(=S)Nc1ccc2oc(-c3ccncc3)nc2c1
 : -1, -4, -1.9, -1.0, 2, -1, 5, 3, -4
> CCCn1nc(NC(=O)C2CCCO2)c2cc3cc(C)ccc3nc21 (stereo unspecified)
 : -7, 0, -1.5, -4.2, 0, -24, 21, 1, -1
> CC(=O)c1c(C)[nH]c(C(=O)NC2CCSc3ccccc32)c1C (stereo unspecified)
 : -1, 1, -1.9, 0.6, 0, -31, 12, 4, -2
> O=C1NC(=S)S/C1=C\c1ccc2ccccc2c1
 : -2, 33, -3.1, -1.2, -3, -2, 21, 4, -2
> CSCC[C@H](NC(=O)NCc1ccccc1F)C(=O)O
 : 6, -3, -0.5, -2.4, 2, 2, 7, 1, -2
> O=C(COc1ccc(Br)cc1Cl)NC(=O)NCc1ccccc1
 : -1, 0, -3.5, -0.8, 2, -10, -11, 2, 2
> COc1ccccc1CNC(=O)C(Cc1c[nH]c2ccccc12)NC(=O)OCc1ccccc1 (stereo unspecified)
 : -1, -3, -0.3, -1.6, 2, -28, -22, 1, -7
> COc1cc(NC(=S)NCCO)c(OC)cc1Cl
 : -12, 4, 1.2, -0.1, 11, 1, 25, 5, -5
> CC(C(=O)Nc1ccc2c(c1)OCCO2)N(C)Cc1c(F)cccc1Cl (stereo unspecified)
 : 3, -9, -1.8, -2.0, 2, -27, -8, -2, -9
> CC(C)C[C@H](NC(=O)NCc1ccccc1Cl)C(=O)O
 : -7, -5, -0.3, -3.6, -1, -2, -25, 2, 0
> CCOC(=O)c1[nH]c(C)c(/C(O)=C2\C(=O)C(=O)N(CCN(C)C)C2c2ccc(C)o2)c1C (stereo unspecified)
 : -2, 0, -2.7, -3.0, 3, -2, -8, -1, 5
> Cc1cccc(N(CC(=O)NCCSc2ccccn2)S(=O)(=O)c2ccccc2)c1
 : -4, -9, -2.7, -4.0, -1, -37, 5, 4, -8

More compounds.
SMILES,M18AAP inhibitor,HCV NS3 hel inh,VIM-2 inh,IMP-1 inh,IDE cell inh,FID counter,SUMO HTRF inh,IDE act,p-CIP stab down
O=C(c1cc(-c2cccc(Cl)c2)on1)N1CCN(c2ccc(F)cc2)CC1,2,0,-2.9,-2.8,1,-10,4,0,-7
COc1cccc(C(=O)c2c(C)c(CCC#N)n3ccccc23)c1OC,-8,-3,2.9,-0.6,5,-11,40,1,-12
Cc1noc(C)c1CCC(=O)NC1CCCN(Cc2ccc(CC(C)C)cc2)C1 (stereo unspecified),4,-7,-3.7,-0.6,1,24,-6,5,0
CN(CC(=O)Nc1ccc(Cl)c(C(F)(F)F)c1)C(=O)/C=C/c1ccco1,1,-12,-3.8,-2.7,3,-14,8,-5,-22
CCCCN(C)S(=O)(=O)c1ccc(C(=O)Nc2nnc(-c3ccco3)o2)cc1,-5,18,-1.6,-1.5,5,-40,0,3,5
COc1cc(S(=O)(=O)N(Cc2ccc(C)cc2)C2CCCCC2)ccc1-n1cnnn1,-7,5,-2.4,-1.6,3,-5,-21,2,-20
CCOC(=O)C1=C(N)Oc2cc(C)oc(=O)c2C1c1cccnc1 (stereo unspecified),-2,-18,-2.2,-0.8,7,1,26,6,-9
CC(C)(C)NS(=O)(=O)c1cnc(Cl)c(Cl)c1,4,2,-1.5,-1.1,5,2,-10,-5,-11
CCOc1ccc(CCNC(=O)CN2CCN(Cc3ccccc3C)C2=O)cc1OCC,8,4,-2.7,-2.4,0,-34,-13,5,0
CC(C)(C)CC(=O)NCCCCCCNC(=O)CC(C)(C)C,5,8,-1.3,-4.2,1,-13,5,1,-8
CC(C)c1cc(NCCCN2CCOCC2)n2c(nc3ccccc32)c1C#N,-5,-5,1.1,-1.1,3,-3,-18,3,-12
CCOCCCNC(=O)c1ccccc1SC,3,-6,-1.0,-3.0,2,-1,7,4,4
CNc1nc(SCC(=O)Nc2ccc(Cl)c(Cl)c2)nc(N2CCOCC2)n1,-7,-7,-2.7,-1.5,-2,-15,21,-24,-12
Fc1ccc(CSc2ncnc3nc[nH]c23)cc1,0,4,-3.6,-3.9,3,-1,-6,5,-7
O=C1c2ccccc2C2=Nc3ccccc3SC(c3ccc(Cl)cc3)C12 (stereo unspecified),6,-6,-0.3,-3.0,-8,7,-29,-2,6
CCOc1ccc(OCc2ccc(C(=O)N3CCc4ccccc4C3)o2)cc1,2,-16,-0.3,-3.0,9,-24,-9,0,-5
C/C(=C/c1oc2ccc(O)cc2c1[N+](=O)[O-])N(C)C,37*,9,-5.2,-2.2,1,-3,-4,0,6
COc1ccc(N(CC(=O)N/N=C(\C)c2ccccc2)S(=O)(=O)c2ccccc2)cc1,5,-3,-4.5,-3.5,3,-11,14,6,2
Cc1ccc(NS(=O)(=O)c2cccc3cccnc23)c(Cl)c1,6,-8,-1.9,-4.0,5,-24,-4,0,-2
Cc1c(Cl)cccc1NC(=S)NCC(c1cccnc1)N(C)C (stereo unspecified),-5,8,-0.5,0.4,2,2,13,-3,2
CC(=O)c1cccc(NC(=O)NN2CCN(C)CC2)c1,-4,-17,-0.2,-1.4,-3,-9,2,2,-19
O=C(NCc1c(Cl)cccc1Cl)c1ccc2nnsc2c1,-10,-2,-1.4,-2.5,-9,-4,16,2,-10
Cc1ccc(NC(=O)CSc2ccc(-c3ccco3)nn2)c(C)c1,-5,-8,-1.2,-2.7,5,-26,17,1,11
Cc1cc2occ(CC(=O)OCC(=O)Nc3sc4c(c3C#N)CCC(C)C4)c2cc1C (stereo unspecified),0,-25,-0.9,-1.2,6,1,-4,-1,0
Cc1ccccc1CC(=O)N1CCCc2ccccc21,0,5,-1.7,-0.7,0,-18,4,-6,-5
COC(=O)C1=C(C)OC(N)=C(C#N)C1c1cc(OC)c(OCC(N)=O)cc1Cl (stereo unspecified),-2,-5,-0.2,-0.1,3,2,-8,-2,-17
COc1cc(OC)cc(C(=O)Nc2ccc(NC(=O)c3ccco3)c(C)c2)c1,10,6,-1.1,-3.1,-3,-30,13,-3,-6
CCCCC(=O)Nc1ccc(C(=O)NNC(=O)c2cccs2)cc1,0,-3,-6.1,-4.4,4,2,6,0,-10
